# Bioassay records from PubChem BioAssay.
# FBW7 activator: FBW7 E3 ligase activators, primary screen, biochemical, AlphaScreen, human. 0.13% of 650,000 active. AlphaScreen FBW7–phospho-cyclin E peptide binding, activator screen. normalized activity (activation), % at 26.1 µM. F-box/WD repeat-containing protein 7 (Homo sapiens), Q969H0; in the data active means normalized activity above about 1.9%;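 further: purified mutant Fbw7 with reduced substrate affinity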
# Target sequence (Q969H0 whole entry, looked up): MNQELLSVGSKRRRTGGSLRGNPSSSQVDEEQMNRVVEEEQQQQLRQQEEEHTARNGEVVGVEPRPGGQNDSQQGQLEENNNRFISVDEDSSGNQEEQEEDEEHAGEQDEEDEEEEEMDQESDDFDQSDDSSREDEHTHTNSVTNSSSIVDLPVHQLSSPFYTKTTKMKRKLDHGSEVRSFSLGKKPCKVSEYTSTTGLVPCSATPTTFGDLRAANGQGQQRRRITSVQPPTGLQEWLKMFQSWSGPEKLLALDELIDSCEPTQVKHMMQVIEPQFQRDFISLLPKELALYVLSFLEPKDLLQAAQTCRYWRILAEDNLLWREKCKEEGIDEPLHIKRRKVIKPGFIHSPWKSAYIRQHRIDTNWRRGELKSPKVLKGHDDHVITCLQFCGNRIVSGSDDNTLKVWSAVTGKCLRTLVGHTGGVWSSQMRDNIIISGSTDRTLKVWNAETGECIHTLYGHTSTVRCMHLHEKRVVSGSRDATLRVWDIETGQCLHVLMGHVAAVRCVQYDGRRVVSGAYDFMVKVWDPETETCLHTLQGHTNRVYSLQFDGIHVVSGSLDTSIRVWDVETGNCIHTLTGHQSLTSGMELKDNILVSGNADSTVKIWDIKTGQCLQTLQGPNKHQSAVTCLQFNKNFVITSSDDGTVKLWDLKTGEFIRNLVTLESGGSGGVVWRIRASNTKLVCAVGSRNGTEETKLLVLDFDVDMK
# MITF primary: MITF inhibitors, primary screen, biochemical, AlphaScreen, human; Microphthalmia-associated transcription factor (Homo sapiens), O75030; AlphaScreen MITF homodimerization, bead proximity signal; inhibition, % at 2.6 µM; 0.91% of 650,000 active; AID 1259374, 2018; in the data active means inhibition above about 50%;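 further: 0% = vehicle wells with protein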
# TEAD-YAP block: TEAD-YAP interaction inhibition, primary screen, TEAD-YAP interaction inhibitor project, luminescence, HEK-TIYL cells; 1.4% of 640,000 active; TEAD-Gal4/YAP UAS-luciferase luminescence; AID 1259422, 2018; inhibition, % at 9.12 µM; in the data active means inhibition above about 32%;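 further: 0% = median of test compound wells and 100% = reference inhibitor wells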
# GPR151 activ: activators of human GPR151, primary screen, cell-based, PathHunter beta-arrestin, luminescence. activation, % at 11.2 µM. 1% of 650,000 active. PathHunter beta-arrestin GPR151 cells; in the data active means activation above about 4.9%;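 further: 0% = median of compound wells and 100% = cells with positive control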
# Target sequence (Q8TDV0 whole entry, looked up): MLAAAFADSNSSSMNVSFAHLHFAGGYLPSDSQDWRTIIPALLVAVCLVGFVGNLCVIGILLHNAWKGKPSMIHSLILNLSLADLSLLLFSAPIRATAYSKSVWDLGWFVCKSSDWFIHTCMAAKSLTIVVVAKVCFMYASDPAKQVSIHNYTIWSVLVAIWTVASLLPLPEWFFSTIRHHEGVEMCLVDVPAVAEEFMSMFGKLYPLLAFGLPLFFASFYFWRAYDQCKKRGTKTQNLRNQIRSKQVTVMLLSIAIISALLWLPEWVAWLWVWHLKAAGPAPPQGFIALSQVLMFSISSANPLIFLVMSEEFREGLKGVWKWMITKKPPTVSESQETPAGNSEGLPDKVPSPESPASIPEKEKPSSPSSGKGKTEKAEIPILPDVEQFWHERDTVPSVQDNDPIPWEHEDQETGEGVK
# * hit, by the source's call; & = joins results of further samples. No enrichment for hits; 3.4% or so of the library scored in one or more.
SMILES,FBW7 activator,MITF primary,TEAD-YAP block,GPR151 activ
CCOc1ccc(/C(O)=C2\C(=O)C(=O)N(c3nnc(C)s3)C2c2ccc(OC)c(OC)c2)cc1 (stereo not given),0.1,5,2,1.3
Cc1ccc([N+](=O)[O-])cc1N1C(=O)c2ccccc2C1=O,0.1,-10,-7,-1.6
COc1cccc(OCCNC(=O)c2cc(OC)c(OC)c(OC)c2)c1,0.1,4,16,0.1
CS(=O)(=O)c1ccc(-c2noc(C3CCN(Cc4ccc(Cl)s4)CC3)n2)cc1,-0.1,-4,19,-1.1
Cc1ncc(CO)c2cc(-c3nnc(Nc4cccc(C(F)(F)F)c4)s3)c(=O)oc12,0.0,3,-1,2.0
Cn1cnc2c1c(=O)n(CNc1ccccc1)c(=O)n2C,-0.5,7,12,3.0
CCN(CC)C(=O)CN(c1ccc(C)cc1C)S(C)(=O)=O,0.0,-1,-4,1.1
CCC(C)NC(=O)Cn1c(=O)oc2cc(S(=O)(=O)N3CC(C)CC(C)C3)ccc21 (stereo not given),0.2,-2,-1,0.0
COc1cc(-c2nnc(CSc3nnc4ccccn34)o2)cc(OC)c1OC,-0.1,0,12,0.6
CCc1c(C)c2cc3c(-c4ccc(I)cc4)coc3c(C)c2oc1=O,0.0,-4,0,1.4
Cc1cc2c(cc3c(=O)n(CC(=O)N4CC(C)CC(C)C4)ncn32)s1 (stereo not given),-0.2,8,-2,-0.2
CCCOc1ccc(C2C(C#N)=C(N)Oc3n[nH]c(CCC)c32)cc1 (stereo not given),0.1,1,-3,0.1
Cc1ccc(C(=O)Nc2c3c(nn2-c2cccc(Cl)c2)CS(=O)(=O)C3)cc1[N+](=O)[O-],-0.2,-1,5,0.9
O=C1CSC(c2ccc(Cl)cc2)N1Cc1ccccc1 (stereo not given),0.7,20,-2,0.3
O=C(CSc1nc2cc(C(=O)NCc3ccco3)ccc2c(=O)n1Cc1ccco1)c1ccccc1,-0.1,-8,7,0.9
O=C(Nc1ccc(Cl)c(Cl)c1)C1C2C=CC3(O2)C1C(=O)N(Cc1ccccc1)C3C(=O)NC1CCCCC1 (stereo not given),0.1,-6,-5,-1.2
CC(c1ccccc1)N1CC(C(=O)O)CC1=O (stereo not given),0.1,12,7,-0.2
COC(=O)[C@@H]1CCCN1C(=O)CCC1(Cc2ccc3c(c2)OCO3)CCC(=O)N1 (stereo not given in full),0.0,-8,4,-1.5
Nc1nc(SCC(=O)c2ccc(Br)cc2)nc2sc3c(c12)CCCCC3,0.0,-3,-7,0.1
Cc1ccc(-n2cnc3cc(C(=O)NCCC4=CCCCC4)ccc32)cc1Cl,0.6,13,0,-2.1
Cc1ccc(S(=O)(=O)N(C)C)cc1NC(=O)C(C)OC(=O)c1ccc(CO)cc1 (stereo not given),0.0,7,11,-1.3
O=C(c1cc2n(n1)C(C(F)(F)F)CC(c1ccc3c(c1)OCO3)N2)N1CCN(c2ccccc2)CC1 (stereo not given),0.7,0,-2,-0.4
CCOc1ccc(S(=O)(=O)Nc2ccc(C(=O)O)cc2)cc1,-0.1,3,2,0.9
Cc1cc(C)nc(N2C(=O)N(C)C(O)C2O)c1 (stereo not given),0.0,-9,0,-2.2
COCCN(CCOC)Cc1c(C)[nH]c2ccc(Cl)cc2c1=O,-0.1,5,8,0.7

# Single records, from the list above. Order of screens: FBW7 activator	MITF primary	TEAD-YAP block	GPR151 activ
# Nc1nc(SCC(=O)c2ccc(Br)cc2)nc2sc3c(c12)CCCCC3 is entered as 0.0	-3	-7	0.1
# COC(=O)[C@@H]1CCCN1C(=O)CCC1(Cc2ccc3c(c2)OCO3)CCC(=O)N1 (stereo not given in full) is entered as 0.0	-8	4	-1.5
# CCOc1ccc(/C(O)=C2\C(=O)C(=O)N(c3nnc(C)s3)C2c2ccc(OC)c(OC)c2)cc1 (stereo not given) is entered as 0.1	5	2	1.3
# Cc1cc(C)nc(N2C(=O)N(C)C(O)C2O)c1 (stereo not given) is entered as 0.0	-9	0	-2.2
# Cc1ccc(C(=O)Nc2c3c(nn2-c2cccc(Cl)c2)CS(=O)(=O)C3)cc1[N+](=O)[O-] is entered as -0.2	-1	5	0.9

# Additional structures follow:
SMILES,FBW7 activator,MITF primary,TEAD-YAP block,GPR151 activ
CC(C)C(=O)Nc1ccc2c(c1)Cc1cc(NC(=O)C(C)C)ccc1-2,-0.1,-27,-8,-1.0
COc1ccc(C2CC(c3ccc(Cl)cc3)=NN2C(=O)c2cccc([N+](=O)[O-])c2)cc1 (stereo not given),-0.2,-5,-28,3.7
CCOC(=O)C1(Cc2ccc(OC)cc2)CCN(C(=O)[C@@H]2CCCN2C(C)=O)CC1,-0.1,-5,0,2.7
Cc1ccc(N(CC(=O)NC2CCCC2)C(=O)CCC(=O)Nc2ccccn2)cc1,-0.1,-7,-3,2.0
O=C1C(=O)N(CCc2ccccc2)C(c2ccc3c(c2)OCO3)/C1=C(/O)c1ccccc1 (stereo not given),-0.1,9,1,-1.2
O=C(O)c1ccc(NS(=O)(=O)c2cccc(Cl)c2)cc1,0.0,5,-11,-1.1
O=C1C=CC(=O)N1c1cc([N+](=O)[O-])ccc1F,-0.1,9,1,0.0
Cc1cc(C)nc(N2CCC(N(Cc3cccnc3)C(=O)Cc3ccc(F)cc3)CC2)n1,0.1,-4,-5,2.2
COc1ccc(CNC(=O)C2CCN(c3nnc(N4CCCC4=O)s3)CC2)cc1,-0.1,-6,4,-1.1
CC(=O)c1ccc(OCCCC(=O)NCc2ccccc2)cc1,0.0,-2,-6,-1.6
Cc1[nH]c2ccccc2c1C(O)c1ccccn1 (stereo not given),-0.1,-13,-1,-0.8
c1ccc(-n2cnc3c(NCCN4CCOCC4)nc(Nc4ccccn4)nc32)cc1,0.2,-6,35*,0.5
CCOC(=O)c1c(NC(=O)CSc2nnc(CNC(=O)c3cc(OC)cc(OC)c3)n2C)sc2c1CCC2,0.2,17,0,1.5
CCN(CC)c1ccc2cc(C(N)=O)c(=Nc3ccccc3F)oc2c1,-0.1,-9,12,1.5
Cc1cc(NC(=O)Nc2ccccc2[N+](=O)[O-])n(C)n1,-0.2,-8,0,3.7
Cc1cc(S(=O)(=O)NCCCN2CCOCC2)c(Cl)cc1Cl,0.1,18,7,-1.8
COc1ccccc1-c1nnc(NC(=O)C2COc3ccccc3O2)o1 (stereo not given),-0.1,-3,-4,-1.9
O=c1c2cccc3c([N+](=O)[O-])ccc(c32)c2nc3ccccc3n12,1.3,17,10,-1.0
CCCCOc1ccc(N2CC(C(=O)OC)CC2=O)cc1 (stereo not given),0.7,22,6,-0.3
Cc1ccc2nc(-c3cccnc3)c(NC(C)(C)C)n2c1,0.1,-1,-4,-0.7
O=C1N[C@@H](Cc2c[nH]c3ccccc23)C(=O)N2CCN(C(=O)Oc3ccc(F)cc3)C[C@H]12,0.1,-18,-11,14*
CC1CCN(CCCn2c(SCC(=O)Nc3ccccc3Cl)nc3ccccc3c2=O)CC1,0.0,-10,-11,-0.7
COc1ccc(C[C@@H]2NC(=O)[C@H]3CN(C(=O)Oc4ccccc4)CCN3C2=O)cc1,0.1,-2,-1,-0.2
COC(=O)C1=C(C)NC2=C(C(=O)CCC2)C1c1cc(C)sc1SC (stereo not given),-0.1&-0.1,-6&-5,15&9,0.8&-0.4
N=c1n(CC(=O)O)c2ccccc2n1Cc1ccccc1,0.1,10,12,-1.0

# The last 5 records of the part above open the next one:
SMILES,FBW7 activator,MITF primary,TEAD-YAP block,GPR151 activ
O=C1N[C@@H](Cc2c[nH]c3ccccc23)C(=O)N2CCN(C(=O)Oc3ccc(F)cc3)C[C@H]12,0.1,-18,-11,14*
CC1CCN(CCCn2c(SCC(=O)Nc3ccccc3Cl)nc3ccccc3c2=O)CC1,0.0,-10,-11,-0.7
COc1ccc(C[C@@H]2NC(=O)[C@H]3CN(C(=O)Oc4ccccc4)CCN3C2=O)cc1,0.1,-2,-1,-0.2
COC(=O)C1=C(C)NC2=C(C(=O)CCC2)C1c1cc(C)sc1SC (stereo not given),-0.1&-0.1,-6&-5,15&9,0.8&-0.4
N=c1n(CC(=O)O)c2ccccc2n1Cc1ccccc1,0.1,10,12,-1.0
Cc1cc(=O)[nH]c(-n2nc(C)c(Oc3ccccc3O)c2C)n1,0.0,25,-1,-0.4
CN(CCO)S(=O)(=O)c1ccccc1[N+](=O)[O-],0.1,-2,16,0.3
Cc1cc(C)c2c(-n3cccc3)c(C(=O)NC(C)C)sc2n1,0.5,-1,2,2.4
CCOC(=O)CCN(Cc1sccc1C)S(=O)(=O)c1ccc(Cl)cc1,0.3,-7,-10,0.0
Cc1ccc(-c2nnc(Nc3ccc(F)cc3)c3ccccc23)cc1S(=O)(=O)NC(C)C,-0.1,15,-6,-0.2
Cc1ccc2nc(NC(=O)COc3ccc(Cl)cc3Cl)sc2c1,0.0,14,3,-1.3
COc1cc(Nc2nc(NCCN3CCOCC3)c3ncn(C4CCCCC4)c3n2)cc(OC)c1OC,-0.2,-2,19,3.2
COc1ccccc1CNS(=O)(=O)c1c(C)noc1C,0.1,-1,16,0.7
COCCNCC(=O)Nc1ccc(C)c(Br)c1,0.2,0,-4,-0.1
CCNc1ccc(Br)cc1-c1nc2ccccc2n(CC)c1=O,-0.1,-1,4,1.8
O=C(Nc1ccccc1)C(=O)N1CCc2ccccc2C1,0.2,5,-50,-0.6
O=C1C=CC(=O)N1c1ccc(S(=O)(=O)N2CCOCC2)cc1,-0.2,2,5,0.4
COc1cc(C(=O)NCCc2ccc(Cl)cc2)cc(OC)c1OC,-0.1,0,2,-1.2
COc1ccc(/C=C2\SC(=Nc3cc(C)cc(C)c3)NC2=O)c(C)c1,-0.3,7,0,-1.9
O=c1c2ccccc2nnn1C[C@@H]1CCCN1,0.0,1,-6,0.0
COc1cc(/C=c2\sc3nc4ccccc4n3c2=O)c(Br)cc1O,0.1,-5,16,-0.2
CC[C@H](C)[C@H](NC(N)=O)C(=O)NNC(=O)COc1cccc(C(F)(F)F)c1,0.0,-29,2,-0.3
CC(C)(C)OC(=O)C(Cl)(C(=O)OC(C)(C)C)c1ncc([N+](=O)[O-])cc1[N+](=O)[O-],-0.2,5,55*,14*
CN(C)c1ccc(C(O)C(=O)c2cccs2)cc1 (stereo not given),0.0,-4,-6,0.1
COc1ccc(/C=C(\C#N)C(=O)Nc2ccccc2C(N)=O)cc1,-0.1,-3,-16,-0.1
COCCNC(=O)c1ccc(N2CC3CC(C2)c2cccc(=O)n2C3)c(NC(=O)c2ccc(OC)cc2)c1 (stereo not given),0.0,8,-13,-0.8
COc1ccc(NC(=O)/C(C#N)=C\c2cc(OC)c(O)c(OC)c2)cc1,0.0,7,-22,1.1
O=C(NNC(=O)c1ccccn1)c1cccc([N+](=O)[O-])c1,-0.1,24,14,3.1
CCC(=O)Nc1ccc(C(=O)OCc2ccccc2F)cc1,0.3,-21,-49,3.9
Cc1cc(C)nc(-c2cccc3c2OC(CNC(=O)c2ccc[n+]([O-])c2)C3)n1 (stereo not given),0.8,6,2,-0.1
SMILES,FBW7 activator,MITF primary,TEAD-YAP block,GPR151 activ
CC1CN(C(=O)CCC(=O)NCCCN2CCc3ccccc3C2)c2ccccc2O1 (stereo not given),-0.1,-3,-4,-1.1
CCN(C(=O)Cc1c(C(=O)O)[nH]c2ccccc12)c1ccc(OC)cc1,0.1,7,14,-0.6
CCCCn1c(CNC(=O)c2ccc(C)c([N+](=O)[O-])c2)nnc1SCC(=O)Nc1sc(C(=O)OCC)c(C)c1C(=O)OCC,-0.1,-8,-6,0.3
COC(=O)c1c(N)n(CCc2ccc(OC)c(OC)c2)c2nc3ccccc3nc12,0.3,5,5,-1.0
O=C(NC(N1CCCC1=O)(C(F)(F)F)C(F)(F)F)c1ccco1,-0.1,-4,-8,-0.2
CCCCn1c(SCC(=O)NCc2ccco2)nc2ccsc2c1=O,0.1,0,-2,-0.1
CN1C(=O)c2cccc3c(S(=O)(=O)NCC(=O)O)ccc1c23,0.0,4,13,0.7
CCOc1ccc(C(O)CCC(=O)N/N=C/c2ccccc2Cl)cc1 (stereo not given),-0.1,-10,-11,1.1
Cc1cccc(NC(=O)CN2C(=O)N/C(=C\c3ccc(N4CCCC4)c(F)c3)C2=O)c1,0.1,8,0,0.0
CCN(CC)C(=O)C1CCCN(c2cccc(C(=O)NCCN3CCOCC3)c2)C1 (stereo not given),0.1,19,2,-2.3
Cc1ccc(CN2C(=O)CCC2C(=O)NCCC(C)C)cc1 (stereo not given),0.0,-9,-14,0.2
CC(C)(C)NC(=O)CSc1ncnc2c1cnn2-c1ccc(Cl)cc1,-0.2,1,-4,1.0
CCOC(=O)C1=C(C)N(c2ccc(Br)cc2)C(=O)/C1=C\c1ccc(C(=O)O)cc1,-0.1,-7,-12,-1.0
Cc1sc2nc[nH]c(=O)c2c1S(=O)(=O)N1CCCCC1,-0.2,8,-3,1.1
C[C@@H]1CN(C(=O)c2nc3ccc(Cl)cn3c2CN2CC[C@@H]3CCCC[C@H]3C2)C[C@H](C)O1,-0.1,-5,3,-0.1
CCC(=O)N1CCc2cc(Br)cc(S(=O)(=O)NCc3ccco3)c21,0.1,21,10,-0.4
CC(=O)Nc1ccc(Nc2nc(-c3ccccc3)nc3nc[nH]c23)cc1,0.2,11,1,0.0
O=C1c2ccc(Oc3ccc(NC(=O)C(F)(F)F)cc3)cc2C(=O)N1c1ccc(O)cc1,0.2,4,17,-0.4
CS(=O)(=O)N(CC(=O)Nc1ccc(F)cc1)c1ccc2c(c1)OCO2,1.0,8,-2,-1.6
COCCNC(=S)N/N=C1/C(=O)c2cccc3cccc1c23,-0.2,12,8,0.4
COc1cc(CN2CCN(S(=O)(=O)c3ccccc3)CC2)cc(OC)c1OC,-0.1,42,-5,-0.2
